Screening data: PubChem, several laboratories
TRPC4 PAM: TRPC4 (mouse) allosteric potentiation. HEK293 TRPC4beta/mu-opioid, DAMGO EC20, Fluo-4 Ca2+ flux; stronger effect = higher value. 310,000 compounds, 0.42% hits. B-score at 10 µM. AID 2227;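 active = B-score of calcium response area above 5 SD of library B-scores, with initial fluorescence ratio within 5 SD of library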;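 note: B-score of integrated fluorescence ratio over time as area under calcium response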
Target sequence (Q9QUQ5 whole entry, looked up): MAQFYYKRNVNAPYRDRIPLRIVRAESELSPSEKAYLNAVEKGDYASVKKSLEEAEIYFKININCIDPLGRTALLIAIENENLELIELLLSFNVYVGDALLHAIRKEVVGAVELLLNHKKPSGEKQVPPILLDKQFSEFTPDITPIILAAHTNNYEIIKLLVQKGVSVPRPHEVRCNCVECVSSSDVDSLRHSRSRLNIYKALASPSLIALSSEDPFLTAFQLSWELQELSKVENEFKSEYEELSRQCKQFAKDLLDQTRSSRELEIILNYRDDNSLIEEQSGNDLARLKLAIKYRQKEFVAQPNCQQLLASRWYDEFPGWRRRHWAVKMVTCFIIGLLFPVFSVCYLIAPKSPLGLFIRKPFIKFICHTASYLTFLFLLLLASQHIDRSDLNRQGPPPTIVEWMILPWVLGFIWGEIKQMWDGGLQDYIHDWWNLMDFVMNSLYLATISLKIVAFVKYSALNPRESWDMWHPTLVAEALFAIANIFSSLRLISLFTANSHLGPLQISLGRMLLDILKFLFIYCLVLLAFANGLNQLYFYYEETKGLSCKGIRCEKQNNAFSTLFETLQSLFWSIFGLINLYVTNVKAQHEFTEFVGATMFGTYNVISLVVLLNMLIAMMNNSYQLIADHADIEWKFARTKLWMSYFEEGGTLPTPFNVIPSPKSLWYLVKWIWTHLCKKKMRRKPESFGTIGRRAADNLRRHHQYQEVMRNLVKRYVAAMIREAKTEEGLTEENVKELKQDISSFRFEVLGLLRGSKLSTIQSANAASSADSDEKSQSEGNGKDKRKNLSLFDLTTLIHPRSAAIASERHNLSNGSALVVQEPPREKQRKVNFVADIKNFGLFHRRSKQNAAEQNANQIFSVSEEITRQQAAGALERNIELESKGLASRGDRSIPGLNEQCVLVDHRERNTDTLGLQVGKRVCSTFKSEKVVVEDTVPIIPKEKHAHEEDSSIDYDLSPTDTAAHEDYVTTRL
aSyn 5UTR inh: 5' untranslated region of α-synuclein, MLPCN primary screen; alpha-synuclein 5'UTR reporter, inhibitor activity; inhibition, % (tested at 7.5 µM); 300,000 compounds, 0.82% hits; in the data active = inhibition above about 60%;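 note: H4 neuroglioblastoma cells stably carrying SNCA 5'UTR luciferase fusion; 0% = DMSO wells and 100% = positive control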
TRPC6 inh: blocks the mouse TRPC6 cation channel; Q61143; HEK293-TRPC6, membrane potential dye, ACh-evoked depolarization; stronger effect = lower value; B-score at 10 µM; 310,000 compounds, 1.1% hits;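 active = B-score under library mean minus 3 SD, initial fluorescence not abnormally high, positive integrated signal ratio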;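 note: B-score derived from integrated fluorescence ratio over the kinetic read; more negative B-score means stronger inhibition of depolarization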
MrgX1 antag: blocks BAM8-22 activation of human MrgX1 receptor. 310,000 compounds, 1.3% hits. AID 588676. MRGX1-HEK293 calcium flux, Fluo-4, BAM8-22 antagonism; stronger effect = lower value. B-score at 10 µM. Q96LB2;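 active = calcium-response B-score plate-corrected more than 3 library SD below zero, starting fluorescence within 5 deviations, no agonist response on first addition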;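 note: peak minus trough fluorescence over baseline after final BAM8-22 challenge near maximal dose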
SKKanGAS inh: blocks kanamycin growth of S. pyogenes SKKanGAS strain; BacTiter-Glo, 6 h; inhibition, % at 7.5 µM; 300,000 compounds, 1.3% hits;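 active = mean replicate score, as percent of positive control median, at least 50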;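 note: strain carries kanamycin resistance gene driven by streptokinase promoter and grows in 40 µg/ml kanamycin; loss of luminescence reflects streptokinase promoter inhibition or plain growth inhibition; 0% = median of DMSO wells and 100% = positive control at its reference dose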
HIF activator: HIF pathway transcriptional activation | U2OS HRE-luciferase reporter, luminescence; normalized: DMSO 0%, desferrioxamine 100% | activation, % at 7.5 µM (by protocol) | 300,000 compounds, 0.32% hits;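 active = mean activation of at least 10% of the iron chelator positive control signal, with at least half of replicates also reaching 10%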
TRPC4 act: activators of mouse TRPC4 channel; HEK293 TRPC4beta/mu-opioid, Fluo4 calcium fluorescence; stronger effect = higher value; AID 2237; B-score at 10 µM; 310,000 compounds, 0.49% hits;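 active = B-score above 5 SD of library B-scores, and initial fluorescence ratio not above library mean plus 5 SD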;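 note: positive B-score marks a calcium rise read as TRPC4 activation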
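Technique: kinetic Fluo4 calcium fluorescence; Test system: TRPC4beta and mu-opioid receptor HEK293 stable cells; Measure: B-scored integrated calcium fluorescence ratio; Benchmarks: low control buffer alone, high control maximal DAMGO; Schedule: 45 min room-temperature Fluo4 loading, 110 s read.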
TRPC4 inh: TRPC4 (mouse) channel inhibition. Q9QUQ5. HEK293 TRPC4beta/mu-opioid, DAMGO-evoked Fluo4 calcium flux; stronger effect = lower value. B-score at 10 µM. 300,000 compounds, 0.39% hits. AID 2247;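 active = B-score over 3 SD under the library average, no early fluorescence shift, positive overall ratio signal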
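System: stable TRPC4beta/mu-opioid receptor HEK293 cells; Dosing: single-point compound dosing; Measured by: Fluo4 Ca2+ flux fluorescence; Read-out basis: per-well B score of integrated baseline-normalized Fluo4 ratio.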
TRPC6 activator: mouse TRPC6 channel activation; B-score at 10 µM; HEK293-TRPC6 membrane potential dye fluorescence; stronger effect = higher value; 310,000 compounds, 0.13% hits;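 active = B-score of the integrated fluorescence ratio above library mean plus 3 SD, and starting fluorescence ratio within library mean plus 5 SD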;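 note: higher score means more depolarization so channel activation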
KLF5 inh: suppresses KLF5 promoter-driven expression; DLD-1 KLF5 promoter-luciferase reporter, luminescence; 290,000 compounds, 0.23% hits; AID 1700; inhibition, % at 5 µM;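 active = inhibition above a per-plate limit of that plate's mean compound inhibition plus 3 SD, cut at about 60% in these data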;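 note: 0% = DMSO wells and 100% = LY294002 at 200 µM; higher means less KLF5 promoter-driven luciferase light; inactives centre near -14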
IEC-6 tox: IEC-6 cytotoxicity, counter-screen for KLF5 inhibitors | luminescence viability | inhibition, % at 5 µM | 290,000 compounds, 0.78% hits; in the data active = inhibition above about 22%;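 note: 0% = plate median of test compound wells and 100% = cytotoxic reference compound wells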
* hit, by the source's call; i = inactive; . = no result given.

SMILES	TRPC4 PAM	aSyn 5UTR inh	TRPC6 inh	MrgX1 antag	SKKanGAS inh	HIF activator	TRPC4 act	TRPC4 inh	TRPC6 activator	KLF5 inh	IEC-6 tox
Cn1c(COc2ccc(Cl)cc2)nnc1SCC(=O)NC1CCCCC1	i	27	i	i	3	0.1	i	i	i	-10	-1
CCOc1ccc(NC(=O)c2cccc(OC(=S)N3CCOCC3)c2)cc1	i	-19	i	i	-16	-0.2	i	i	i	5	4
C=CCNC(=O)NC(=O)COC(=O)/C(C#N)=C/c1cc(C)n(CCC(C)C)c1C	i	17	i	i	2	0.1	i	i	i	-11	-1
CCn1ccnc1[C@@H]1C[C@H]2CN(c3ccccc3OC)C(=O)[C@]23CCCN13	i	-6	i	i	2	1.8	i	i	i	22	-2
O=c1cc(CN2CCN(c3ccc(F)cc3)CC2)nc2sccn12	i	-18	i	i	-6	-0.2	i	i	i	20	-11
COc1cc(C(=O)NCCc2ccc3c(c2)OCCO3)ccc1OCC(=O)N1CCOCC1	i	5	i	i	3	0.2	i	i	i	-36	3
Cc1oc(-c2ccccc2)nc1CS(=O)CC(=O)NC1CCCC1 (stereo unspecified)	i	-12	i	i	1	0.1	i	i	i	-18	-4
O=C(COc1cccc(C(F)(F)F)c1)Nc1ccc(S(=O)(=O)N2CCCC2)cc1	i	26	i	i	.	-0.1	i	i	i	-4	1
Cc1ccc(-c2nc3ncccc3n2O)cc1	i	-7	i	i	2	1.6	i	i	i	-47	-9
CCOC(=O)C1CCN(Cc2cc(C(C)C)c(O)c(C(C)C)c2)CC1	i	-56	i	i	-1	-0.2	i	i	i	-11	7
CCOc1ccccc1/C=c1\sc2nc(-c3ccco3)nn2c1=O	i	2	i	i	4	0.0	i	i	i	-33	1
Cc1ccc(S(=O)(=O)ON=C2CCN(S(=O)(=O)c3ccccc3)CC2)cc1	i	9	i	i	-2	-1.7	i	i	i	-18	4
CC(=O)N1CCN(C(=S)c2ccc(N(C)C)cc2)CC1	i	7	i	i	-1	0.0	i	i	i	2	-3
CC(=O)c1c(C)nc(C)nc1NC(=O)C(C)C	i	1	i	i	-2	-0.4	i	i	i	-42	-1
Cc1ccc(NC(=O)C2CCN(C(=O)[C@@H]3Cc4ccccc4CN3)CC2)cc1	i	-58	i	i	-1	2.6	i	i	i	-61	-6
COc1ccc(C)cc1-n1nnnc1SCC(=O)N1CCC(C(=O)Nc2nccs2)CC1	i	22	i	i	1	-0.2	i	i	i	1	5
O=C(CCCCn1c(=S)[nH]c2ccsc2c1=O)NCc1ccc2c(c1)OCO2	i	10	i	i	4	-0.6	i	i	i	-13	-2
CC(C)CN1CCNC(=O)C1CC(=O)NCCCN1CCCc2ccccc21 (stereo unspecified)	i	13	i	i	-1	-0.5	i	i	i	-2	-1
COc1ccc(OC)c(NC(=O)CCN2CCC(C)CC2)c1	i	2	i	i	0	0.1	i	i	i	-49	-3
Cc1oc2c(C)c3oc(=O)c(CCC(=O)NCCCN4CCCC4=O)c(C)c3cc2c1C	i	17	i	i	-2	-0.1	i	i	i	-16	-5
COc1cccc(NC(=S)N(CCN(C)C)C(C)c2cccnc2)c1 (stereo unspecified)	i	-35	i	i	-1	3.1	i	i	i	-17	3
O=C(CSc1nnc2c(Cl)cc(C(F)(F)F)cn12)NCc1ccc(F)cc1	i	3	i	i	-5	-0.2	i	i	i	-19	-1
CN1CCc2c(sc(NC(=O)c3ccc(S(=O)(=O)N4CCOCC4)cc3)c2C(N)=O)C1	i	-5	-7.6*	i	-1	0.1	i	i	i	6	4
CN(C1CCCCC1)S(=O)(=O)c1ccc(NC(=O)C2CCCCC2C(=O)O)cc1 (stereo unspecified)	i	3	i	i	-3	-0.2	i	i	i	14	0
O=C(c1ccco1)N1CCN(C(=O)c2cnn3c(C(F)(F)F)cc(-c4cccs4)nc23)CC1	i	20	i	i	-1	-0.5	i	i	i	0	-3

Further results
SMILES	TRPC4 PAM	aSyn 5UTR inh	TRPC6 inh	MrgX1 antag	SKKanGAS inh	HIF activator	TRPC4 act	TRPC4 inh	TRPC6 activator	KLF5 inh	IEC-6 tox
CN(C)c1ccc(C(CNS(=O)(=O)c2ccc(F)cc2)c2c[nH]c3ccccc23)cc1 (stereo unspecified)	i	-29	i	i	5	-0.4	i	i	i	-39	3
COc1ccc(-c2nc(NC(C)=O)sc2-c2ccccc2)cc1	i	-4	i	i	36	0.0	i	i	i	-13	3
O=C(CCSc1ccccc1)NC1CCCC1	i	-16	i	-8.8*	-7	-0.1	i	i	i	-2	-4
Cc1cccc(OCC2=NS(=O)(=O)c3ccccc3N2)c1	i	-93	i	i	29	2.1	i	i	i	-33	-2
Cc1cc(C)n(/N=C/c2ccc(O)cc2)c(=O)c1C#N	i	8	i	i	-2	-0.3	i	i	i	-7	-3
COC(=O)c1c(NC(=O)CSc2ncnc3ccccc23)sc(C)c1C	i	14	i	i	6	-0.3	i	i	i	.	.
S=c1[nH]nc(-c2ccccc2Cl)n1/N=C/C=C/c1ccco1	i	-2	-6*	i	2	-0.3	i	i	i	-20	-14
O=S(=O)(N/N=C\C=C\c1ccccc1)c1ccccc1	i	-24	i	i	-4	-0.6	i	i	i	-7	2
COC1(OC)C(=N/O)/C(=N\O)CCC1O (stereo unspecified)	i	25	i	i	-3	0.0	i	i	i	-5	8
Cc1ccc(S(=O)(=O)NC2CCCCCC2)cc1C(N)=O	i	-7	i	i	3	0.6	i	i	i	-30	-1
COc1ccc(CCNC(=O)C(=O)c2c[nH]c3ccccc23)cc1OC	i	5	i	i	-12	-12	i	i	i	-47	-4
COc1c2c(nc3ccccc13)OC(C(C)(O)COC(C)=O)C2 (stereo unspecified)	i	21	i	-6.5*	-4	0.0	i	i	i	-13	-1
COc1ccccc1NC(=S)NC1CCC(CC2CCC(NC(=S)Nc3ccccc3OC)CC2)CC1 (stereo unspecified)	i	25	i	i	0	-0.8	i	i	i	-19	-6
CCC(CC)NC(=O)c1cc2c(C)nn(Cc3ccccc3Cl)c2s1	i	71*	i	i	1	-0.9	i	i	i	-16	-2
Cc1ccc(NC(=O)/C(=C\c2cccc([N+](=O)[O-])c2)NC(=O)c2cccs2)cc1	i	-3	i	i	3	-0.2	i	i	i	-33	-6
O=C(CSc1nc(-c2ccccc2)cc(=O)[nH]1)N1CCOCC1	i	10	i	i	5	-0.7	i	i	i	-16	0
O=C(NN=C1CCCCC1)NC1CCCCC1	i	8	i	i	-3	-0.2	i	i	i	-10	-1
O=C(O)c1cc([N+](=O)[O-])cc2c1nnn2O	i	4	i	i	2	-0.7	i	i	i	-22	1
COC(=O)CCC(=O)OC1(C)C(=O)C=C2C=C(C3CC3)N(C3CCCC3)C=C2C1=O (stereo unspecified)	i	3	i	i	4	-0.2	i	i	i	.	.
Cc1csc(SCC(=O)c2c(N)n(CC(C)C)c(=O)n(C)c2=O)n1	i	-17	i	i	-3	-0.1	i	i	i	18	7
O=C(CCCN1C(=O)C(c2ccccc2)Oc2cccnc21)Nc1ccccc1Cl (stereo unspecified)	i	28	i	i	1	-0.2	i	i	i	-15	2
CCN(CC(=O)Nc1ccc(NC(C)=O)cc1)C(=O)C12CC3CC(CC(Cl)(C3)C1)C2	i	-2	i	i	-12	0.3	i	i	i	-12	13
CC(Sc1nc2c(c(=O)[nH]1)CCCC2)C(=O)Nc1ccccc1C#N (stereo unspecified)	i	6	i	i	-2	0.6	i	i	i	-7	2
CCOC(=O)CN1CC23C=CC(O2)C(C(=O)Nc2ccc4c(c2)OCO4)C3C1=O (stereo unspecified)	i	-55	i	i	-3	2.5	i	i	i	-31	-2
CNc1nc(C)c(C(=O)OCc2ccccc2)s1	i	-48	i	i	8	1.0	i	i	i	-74	-2

Sorted by SMILES length (smallest number first): part of the list above
SMILES	TRPC4 PAM	aSyn 5UTR inh	TRPC6 inh	MrgX1 antag	SKKanGAS inh	HIF activator	TRPC4 act	TRPC4 inh	TRPC6 activator	KLF5 inh	IEC-6 tox
O=C(NN=C1CCCCC1)NC1CCCCC1	i	8	i	i	-3	-0.2	i	i	i	-10	-1
Cc1cc(C)n(/N=C/c2ccc(O)cc2)c(=O)c1C#N	i	8	i	i	-2	-0.3	i	i	i	-7	-3
CCOC(=O)CN1CC23C=CC(O2)C(C(=O)Nc2ccc4c(c2)OCO4)C3C1=O (stereo unspecified)	i	-55	i	i	-3	2.5	i	i	i	-31	-2

The results go on.
SMILES	TRPC4 PAM	aSyn 5UTR inh	TRPC6 inh	MrgX1 antag	SKKanGAS inh	HIF activator	TRPC4 act	TRPC4 inh	TRPC6 activator	KLF5 inh	IEC-6 tox
CCC(=O)Nc1ccc(C(=O)NNC(=O)Cc2ccccc2)cc1	i	-15	i	i	-9	0.3	i	i	i	-9	7
COC(=O)C1=C(C)NC2=C(C(=O)CC(C)(C)C2)C1c1cccc(C)n1 (stereo unspecified)	i	9	i	i	-2	-0.2	i	i	i	-9	-2
COc1ccc(CC(=O)n2nc(-c3cccnc3)nc2N)cc1	i	1	i	i	-7	-0.9	i	i	i	11	8
COC(=O)c1c(NC(=O)COC(=O)c2ccc(C)s2)sc2c1CCCCC2	i	-12	i	i	-8	0.5	i	i	i	-38	8
CN(C)CCCNC(CC(=O)Nc1cccc([N+](=O)[O-])c1)C(=O)O (stereo unspecified)	i	3	i	i	1	0.4	i	i	i	-14	-6
CC(C)(C)c1ccc(C(=O)NCc2nnc(SCC(=O)NCc3ccco3)o2)cc1	i	0	i	i	-6	-0.2	i	i	i	-5	5
N#CC1=C(N)NC(SCC(=O)Nc2ccccc2)=C(C#N)C12CCCC2	i	-18	i	i	4	-0.6	i	i	i	2	1
Cc1ccc(N/N=C2/CCCNC2=O)cc1	i	-19	i	i	1	0.2	i	i	i	-24	3
CC1(C)CC(=O)C=C(Nc2ccc(Cl)cc2)C1	i	18	i	i	3	-0.2	i	i	i	-14	-2
O=[N+]([O-])c1cc(C(F)(F)F)ccc1NCCc1c[nH]c2ccccc12	i	-2	i	i	23	-62	i	i	i	-17	4
N#CC1=C2SCN(c3ccccc3)CN2C(=O)CC1c1cccs1 (stereo unspecified)	i	-11	i	i	18	0.8	i	i	i	0	2
COc1ccccc1N(C(=O)c1snc(C(N)=O)c1N)C(C(=O)NCc1ccccc1)c1ccc(C)o1 (stereo unspecified)	i	25	i	.	4	-1.1	i	-6*	i	-5	-3
N#Cc1cc(S(=O)(=O)c2ccc(F)cc2)c(N)[nH]c1=O	i	-21	i	i	0	-0.5	i	i	i	-14	2
CNC(=S)N(CCc1c(C)[nH]c2ccc(C)cc12)Cc1cc(OC)c(OC)c(OC)c1	i	42	i	i	1	-0.3	i	i	i	2	3
COc1ccc(C(CC(=O)N2CCCCC2)c2c(OC)cc(OC)c3ccc(=O)oc23)cc1 (stereo unspecified)	i	32	i	i	3	-0.3	i	i	i	.	.
